Compound activity from PubChem BioAssay.
MITF inh = inhibitors of human MITF. O75030. AlphaScreen MITF homodimerization, bead proximity signal. inhibition, % at 2.6 µM. 650,000 compounds, 0.91% hits; in the data active = inhibition above about 50%;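 note: 0% = vehicle wells with protein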
Target sequence (O75030 whole entry, looked up): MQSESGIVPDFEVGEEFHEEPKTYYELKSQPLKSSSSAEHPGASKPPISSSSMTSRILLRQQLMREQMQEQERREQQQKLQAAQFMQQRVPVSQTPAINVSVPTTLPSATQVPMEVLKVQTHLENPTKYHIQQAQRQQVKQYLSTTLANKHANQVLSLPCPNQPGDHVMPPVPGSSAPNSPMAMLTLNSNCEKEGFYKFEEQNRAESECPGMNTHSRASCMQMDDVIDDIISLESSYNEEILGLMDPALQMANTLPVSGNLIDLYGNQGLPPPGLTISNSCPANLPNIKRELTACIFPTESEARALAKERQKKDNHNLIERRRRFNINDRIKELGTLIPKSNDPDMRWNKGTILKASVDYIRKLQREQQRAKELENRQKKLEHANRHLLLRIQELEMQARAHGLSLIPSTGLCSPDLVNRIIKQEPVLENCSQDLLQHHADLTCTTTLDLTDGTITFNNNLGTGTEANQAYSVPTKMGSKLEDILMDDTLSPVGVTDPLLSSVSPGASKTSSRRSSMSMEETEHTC
FBW7 act = human FBW7 E3 ligase activation, primary screen; AlphaScreen FBW7–phospho-cyclin E peptide binding, activator screen; normalized activity (activation), % at 26.1 µM; Q969H0; 650,000 compounds, 0.13% hits; in the data active = normalized activity above about 1.9%;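 note: purified mutant Fbw7 with reduced substrate affinity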
TEAD-YAP block = TEAD-YAP interaction inhibition; 640,000 compounds, 1.4% hits; HEK-TIYL cells, TEAD-Gal4/YAP UAS-luciferase luminescence; AID 1259422; inhibition, % at 9.12 µM; in the data active = inhibition above about 32%;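 note: 0% = median of test compound wells and 100% = reference inhibitor wells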
GPR151 activ = human GPR151 activation | AID 1508602 | Q8TDV0 | 650,000 compounds, 1% hits | PathHunter beta-arrestin GPR151 cells, luminescence | activation, % at 11.2 µM; in the data active = activation above about 4.9%;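 note: 0% = median of compound wells and 100% = cells with positive control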
Target sequence (Q8TDV0 whole entry, looked up): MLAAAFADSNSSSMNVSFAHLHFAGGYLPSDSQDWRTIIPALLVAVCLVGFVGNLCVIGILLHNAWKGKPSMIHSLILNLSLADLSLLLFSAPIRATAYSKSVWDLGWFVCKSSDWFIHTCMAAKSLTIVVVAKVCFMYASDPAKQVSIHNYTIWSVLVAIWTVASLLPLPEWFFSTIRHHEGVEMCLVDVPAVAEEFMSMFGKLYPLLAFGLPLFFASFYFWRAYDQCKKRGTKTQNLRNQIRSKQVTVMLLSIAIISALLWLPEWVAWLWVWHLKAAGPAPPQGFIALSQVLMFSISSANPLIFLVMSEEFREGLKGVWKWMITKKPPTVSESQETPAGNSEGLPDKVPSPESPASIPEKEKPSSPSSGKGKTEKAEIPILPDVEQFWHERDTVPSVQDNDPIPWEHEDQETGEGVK
* hit, by the source's call.

SMILES | MITF inh | FBW7 act | TEAD-YAP block | GPR151 activ
COc1cccc(C2CC(c3ccccc3)n3ncnc3N2)c1 (configuration not stated) | 6 | -0.1 | -4 | 2.8
COc1cccc(C2=N/C(=C\c3ccc(OC)c(OC)c3)C(=O)O2)c1 | 14 | 0.1 | 4 | 0.7
CC(C)(C)C(=O)CNS(=O)(=O)c1ccc(S(=O)(=O)NC2CCCC2)cc1 | 2 | -0.1 | 2 | 0.8
Cc1nonc1CC(=O)N[C@H](Cn1nc(-c2cccs2)ccc1=O)C(C)C | 1 | 0.0 | 4 | -0.6
CN(CC(=O)Nc1ccccc1C(F)(F)F)C(=O)COc1cccnc1[N+](=O)[O-] | 2 | 0.0 | 9 | -2.2
Cc1ccc(NC(=O)c2nn3c(c2Cl)NC(c2cccs2)CC3C(F)(F)F)cc1C (configuration not stated) | 1 | -0.1 | -18 | -0.5
COc1ccc(-c2nc3n(c2NC(C)(C)C)CCN(Cc2cnn(C)c2C)C3)cc1OC | 12 | 0.0 | -3 | -0.7
CC1(C)CCC(=O)C(C2(O)C(=O)Nc3ccccc32)O1 (configuration not stated) | -8 | 0.7 | -3 | -2.5
COc1ccc(-c2cn3c(C)c(C(=O)NC(C)(C)C)sc3n2)cc1 | 13 | 0.2 | -66 | -1.5
CCOCCCNC(=O)C1CCCN1C(=O)NC1CCCCC1 (configuration not stated) | 1 | -0.2 | 1 | 0.1
O=C(NCc1cccnc1)C1CCN(C(=O)c2cccc(Cl)c2)CC1 | 6 | -0.1 | 5 | 1.0
CCCSc1ncc(Cl)c(C(=O)Nc2ccc(C(=O)OC)cc2)n1 | 7 | 0.0 | 4 | -0.2
C[C@@H]1CN(C(=O)c2cc3cc(C4(O)CCN(CC(C)(C)C)CC4)ccc3o2)C[C@H](C)O1 | 9 | 0.0 | 7 | -0.8
CC1(C#C/C=N/Nc2ccc([N+](=O)[O-])cc2[N+](=O)[O-])CC1(Cl)Cl (configuration not stated) | 11 | -0.4 | 0 | -1.1
CC(C)NS(=O)(=O)c1ccc(NC(=O)c2ccncc2)cc1 | -3 | 0.1 | 6 | -1.2
Cc1ccc(NC(=O)c2ccco2)c(N)c1 | -9 | -0.1 | -30 | -0.6
Cc1ccc(Oc2nc3c(C)cccn3c(=O)c2/C=C(\C#N)C(=O)N2CCOCC2)cc1 | 0 | 0.0 | 0 | 0.0
CC(=O)c1c(C)oc2c1c1c(c3ccccc32)OCN(Cc2ccccn2)C1 | 16 | -0.6 | -9 | 2.4
Cc1ccc2cc(C#N)c(N3CCCN(C(=O)Nc4ccc(C#N)cc4)CC3)nc2c1C | -10 | 0.3 | -6 | 0.0
Cc1ccc(CN(Cc2ccccn2)C(=S)Nc2cc(Cl)ccc2C)cc1 | 0 | 0.0 | 9 | -1.8
O=C(NCc1cccs1)c1cc(-c2ccccc2Cl)on1 | 6 | 0.1 | -53 | -0.6
CCN(CC)C(=O)C1=C(C)Nc2nc3ccccc3n2C1c1cccc([N+](=O)[O-])c1 (configuration not stated) | 34 | 0.7 | 1 | -0.4
O=C1CSC(c2ccccc2)N1c1ccc(F)c(Cl)c1 (configuration not stated) | -6 | -0.1 | -9 | 0.5
O=C(CC(NCCC1=CCCCC1)C(=O)O)Nc1cccc([N+](=O)[O-])c1 (configuration not stated) | 14 | -0.1 | 0 | 0.3
N#Cc1c(NC(=O)c2nn3c(c2Cl)NC(c2cccs2)CC3C(F)(F)F)sc2c1CCCC2 (configuration not stated) | -1 | 0.0 | -4 | -1.4
(next part)
SMILES | MITF inh | FBW7 act | TEAD-YAP block | GPR151 activ
Clc1ccc(Cn2ncc3c(N4CCCC4)ncnc32)cc1 | 9 | 1.0 | -3 | 8.4*
CC(=O)N1c2ccccc2NC2=C(C(=O)CC(c3ccc(C)cc3)C2)C1c1ccc(OC(C)C)cc1 (configuration not stated) | 0 | -0.1 | 11 | 0.2
COc1cc2c(cc1OC)C(c1c(F)cccc1F)NCC2 (configuration not stated) | 25 | 0.3 | -6 | -0.7
CCc1ccc(Nc2cc(C(=O)NCCCOC)c3ccccc3n2)cc1 | 4 | 1.1 | 1 | -0.2
CC1(C)CC(=O)C2=C(C1)N=C1c3ccccc3C(=O)C1C2c1ccccc1Cl (configuration not stated) | 12 | 0.1 | 0 | -0.1
OC1(C(F)(F)F)CC(c2ccccc2)=NN1c1ncc(-c2ccccc2)nn1 (configuration not stated) | -6 | -0.1 | -4 | 0.2
COC(C(=O)N1CCC2(CC1)CC2C(=O)NCCc1c[nH]c2ccccc12)c1ccccc1 (configuration not stated) | 7 | -0.1 | -2 | -1.8
CC(=O)Nc1nc2ccc([N+](=O)[O-])cc2s1 | 4 | -0.1 | 26 | -2.7
Cc1ccc(NC(=O)c2cc3nc(C)ccc3o2)cc1 | 2 | 0.0 | -29 | -1.5
COc1ccc(/C=C\C(=O)Nc2ccc3nc(N4CCN(C)CC4)sc3c2)cc1OC | 6 | 0.4 | 7 | 1.1
O=C(NCCN1CCCCC1)/C(=C/c1ccco1)NC(=O)c1ccccc1 | 11 | 0.3 | 8 | -0.9
CCC(CO)Nc1ccc2ncc(-c3ccccc3Cl)n2n1 (configuration not stated) | -20 | -0.5 | -6 | -0.4
CC1=C(C(=O)N2CCOc3ccc(CN4CCCC(CO)C4)cc3C2)OCCO1 (configuration not stated) | 7 | 0.0 | -1 | 1.1
CCCOc1ccccc1N=c1ssc2c1-c1cc(C)c(C)cc1NC2(C)C | 14 | -0.1 | 14 | -0.8
O=CN1N=C(c2ccccc2)CC1c1ccccc1[N+](=O)[O-] (configuration not stated) | 0 | -0.2 | 12 | -0.4
CCC(Sc1nc2ccc(C)cc2[nH]1)C(=O)O (configuration not stated) | 19 | 0.7 | 7 | -0.9
O=C(C1CC=CCC1)N1CCC(CO)(Cc2ccc(Cl)cc2)CC1 (configuration not stated) | 15 | 0.1 | -2 | 0.3
CC1(C(=O)NC2CCCCC2)Cc2ccccc2C(=O)N1CCN1CCOCC1 (configuration not stated) | -2 | -0.1 | 2 | -0.2
CCCN(C(=O)c1cccc([N+](=O)[O-])c1)c1c(C)n(C)n(-c2ccccc2)c1=O | 14 | 0.0 | 1 | 0.4
Cc1ccc2c(c1)C1NC(=S)NC(C)(O2)C1C(=O)N(C)C (configuration not stated) | -3 | -0.1 | -4 | 0.5
N#CC1CC(c2ccc([N+](=O)[O-])cc2)=NN1c1ccc([N+](=O)[O-])cc1 (configuration not stated) | 13 | 0.9 | 12 | -0.3
O=C(CN1C(=O)c2ccccc2S1(=O)=O)NCCSCc1ccc(Cl)cc1 | 3 | 0.5 | -7 | 0.7
O=C(O)c1ccc(CNS(=O)(=O)c2cc(C(=O)Nc3ccccc3F)ccc2F)cc1 | -1 | 0.0 | 0 | 0.1
N#CCNC(=O)CCCCCN1C(=O)c2ccccc2C1=O | 1 | 0.1 | -12 | -0.2
CN(C)C(=O)/C(=C\c1ccccc1)NC(=O)c1ccccc1 | 2 | 0.6 | 5 | -1.7
Later entries
SMILES | MITF inh | FBW7 act | TEAD-YAP block | GPR151 activ
CN1C(=O)[C@H]2CN(C(=O)c3cccc(F)c3F)CCN2C(=O)[C@@H]1Cc1ccccc1 | -1 | 0.2 | -1 | 1.8
CCN1CCc2c(OCc3ccc(Cl)cc3)cccc2C1=O | -2 | 0.1 | 9 | 1.2
CC1CCN(C(=O)Cn2c(=O)n(Cc3ccc4c(c3)OCO4)c(=O)c3ccccc32)CC1 | 1 | 0.2 | 1 | -0.9
Cc1cc(/C=C2\SC(=S)NC2=O)c(C)n1C1CC1 | 44 | -0.3 | -1 | -1.0
CCCCNc1ncnc2c1c(-c1ccccc1)cn2-c1ccc(OC)cc1 | -2 | -0.2 | -12 | 0.0
CNC(=S)N/N=C/c1c(C)nn(-c2ccccc2)c1C | 7 | 0.1 | -5 | 0.2
C=CCNc1nc2c(c(=O)n(C)c(=O)n2C)n1CC=C | 4 | 0.3 | 1 | -0.6
COc1ccccc1N(CC(=O)Nc1cccc(Br)c1)S(=O)(=O)c1ccc(C)cc1 | 4 | 0.0 | 8 | -0.4
N#CCSc1nc2cc(C(=O)NCc3ccccc3Cl)ccc2c(=O)n1CCc1ccccc1 | 21 | 0.0 | -1 | -1.2
CC(=O)Nc1ccc(NC(=O)c2cnc(Nc3ccc4ncccc4c3)s2)cc1 | 0 | 0.4 | -7 | -0.8
CC(C)(C)NC(=O)COc1ccc(S(=O)(=O)N2CCCC2)cc1 | 3 | 0.2 | -14 | 1.0
CC1=C(C(=O)OCc2ccccc2)C(c2ccc([N+](=O)[O-])cc2)n2nnnc2N1 (configuration not stated) | 9 | 0.0 | 6 | -0.5
COc1ccc(Nc2nnc(-c3cc4cc(OC)ccc4oc3=O)s2)cc1 | -14 | 0.0 | 8 | -0.9
CC(C)Cc1ccc2c(N)c(C(=O)Nc3ccccc3)sc2n1 | -19 | 0.2 | -59 | 0.4
Cc1cc(N2CCN(C)CC2)nc2ccc(NC(=O)/C=C/c3cccs3)cc12 | -2 | 0.1 | -39 | 0.4
CSCC[C@H](NC(C)=O)C(=O)NCC1Cc2cc(Cl)cc(-c3cnccn3)c2O1 (some centres not stated) | -14 | 0.1 | 3 | -0.4
COC(=O)CCC(=O)NNC(=O)c1c(O)c2ccccc2[nH]c1=O | 17 | -0.1 | -2 | -1.0
O=S(=O)(Cc1ccc(Cl)cc1)NCc1cccnc1 | -1 | -0.2 | -14 | -0.8
COc1ccc(S(=O)(=O)N2CCN(c3ccc(C)c(Cl)c3)CC2)cc1 | -8 | -0.1 | 3 | -0.3
O=C(NCC1CCCO1)c1cc2c(=O)[nH]c3ccccc3c2s1 (configuration not stated) | -1 | 0.1 | -12 | 0.9
O=C(Oc1cc(=O)oc2ccccc12)c1ccc2c(c1)OCCO2 | 9 | 0.1 | 7 | 1.0
COCC(=O)NNC(=O)c1ccccc1C | -2 | -0.2 | 1 | -0.4
CCC(C)(C(=O)NC1CCCCC1)N(Cc1ccco1)C(=O)c1ccc(=O)[nH]c1 (configuration not stated) | -4 | -0.1 | -1 | 1.3
CC1(C)CC(NC(=S)Nc2ccccc2F)CC(C)(C)N1 | 10 | -0.1 | -2 | 8.3*
O=C1c2ccccc2NC(c2ccc(Cl)cc2)N1c1ccc(Br)cc1 (configuration not stated) | 4 | -0.2 | -55 | -0.4
Remaining list, next part.
SMILES | MITF inh | FBW7 act | TEAD-YAP block | GPR151 activ
Cc1cc(C(=O)Cn2c(=O)c(=O)n(Cc3ccccc3)c3ccc(Cl)cc32)c(C)n1C | -2 | 0.1 | 3 | 1.4
COc1ccc(C2C(C#N)=C(N)Oc3c2c(C)nn3-c2ccccc2)c(OC)c1 (configuration not stated) | 14 | -0.4 | -8 | -0.6
O=C(Nc1ccccc1C(F)(F)F)c1cc(S(=O)(=O)N2CCCc3ccccc32)ccc1F | -6 | -0.1 | -1 | -0.2
CC(C)(C)CC(=O)Nc1nnc(C2CCCC2)s1 | -9 | -0.1 | 2 | 1.7
COCCC1=NN(C(=O)c2ccncc2)C(O)(C(F)(F)F)C1 (configuration not stated) | 4 | 0.0 | 1 | 0.5
CCN(CC)S(=O)(=O)c1ccc(N=Nc2cnc(N)s2)cc1 | 11 | -0.2 | -8 | 0.8
CC(C)(C)c1ccc(S(=O)(=O)N2CCC(C(N)=O)(N3CCCCC3)CC2)cc1 | -1 | 0.0 | -4 | 1.9
Brc1ccccc1-c1cn2ccccc2n1 | -2 | 0.0 | -42 | -1.9
Cc1ccc(Nc2nc(-c3c(C)nc4ccccn34)cs2)cc1 | 15 | 0.0 | 53* | 1.8
Cn1cccc1Cc1nnc2n1CCC2 | -5 | -0.3 | -4 | 1.3
CCn1c(SCC(=O)Nc2cc(OC)ccc2OC)nnc1-c1cccc(N)c1 | 18 | 0.2 | 16 | -1.5
CCOC(=O)c1sc(NC(=S)Nc2cccc(S(=O)(=O)N(C)C)c2)cc1C | 5 | -0.1 | 6 | 3.6
COc1ccc(/C=N/NC(=O)Cc2nnc(N)s2)cc1 | -8 | -0.3 | -10 | 0.1

Eleven of these compounds, reformatted:
molecule	MITF inh	FBW7 act	TEAD-YAP block	GPR151 activ
Cc1cc(C(=O)Cn2c(=O)c(=O)n(Cc3ccccc3)c3ccc(Cl)cc32)c(C)n1C	-2	0.1	3	1.4
COc1ccc(C2C(C#N)=C(N)Oc3c2c(C)nn3-c2ccccc2)c(OC)c1 (configuration not stated)	14	-0.4	-8	-0.6
O=C(Nc1ccccc1C(F)(F)F)c1cc(S(=O)(=O)N2CCCc3ccccc32)ccc1F	-6	-0.1	-1	-0.2
CC(C)(C)CC(=O)Nc1nnc(C2CCCC2)s1	-9	-0.1	2	1.7
COCCC1=NN(C(=O)c2ccncc2)C(O)(C(F)(F)F)C1 (configuration not stated)	4	0.0	1	0.5
CCN(CC)S(=O)(=O)c1ccc(N=Nc2cnc(N)s2)cc1	11	-0.2	-8	0.8
CC(C)(C)c1ccc(S(=O)(=O)N2CCC(C(N)=O)(N3CCCCC3)CC2)cc1	-1	0.0	-4	1.9
Brc1ccccc1-c1cn2ccccc2n1	-2	0.0	-42	-1.9
Cc1ccc(Nc2nc(-c3c(C)nc4ccccn34)cs2)cc1	15	0.0	53*	1.8
Cn1cccc1Cc1nnc2n1CCC2	-5	-0.3	-4	1.3
CCn1c(SCC(=O)Nc2cc(OC)ccc2OC)nnc1-c1cccc(N)c1	18	0.2	16	-1.5

Look-ups from the entries so far.
For TEAD-YAP block, Brc1ccccc1-c1cn2ccccc2n1 has -42
For MITF inh, COc1ccc(/C=N/NC(=O)Cc2nnc(N)s2)cc1 has -8
